NSD2 HMT inh – NSD2 (human) methyltransferase inhibition. NSD2 peptide methylation, AlphaScreen, 120 min. inhibition, % at 12.5 µM. 310,000 tested, 0.54% active. O96028; in the data active = inhibition above about 50%
Target sequence (O96028 whole entry, looked up): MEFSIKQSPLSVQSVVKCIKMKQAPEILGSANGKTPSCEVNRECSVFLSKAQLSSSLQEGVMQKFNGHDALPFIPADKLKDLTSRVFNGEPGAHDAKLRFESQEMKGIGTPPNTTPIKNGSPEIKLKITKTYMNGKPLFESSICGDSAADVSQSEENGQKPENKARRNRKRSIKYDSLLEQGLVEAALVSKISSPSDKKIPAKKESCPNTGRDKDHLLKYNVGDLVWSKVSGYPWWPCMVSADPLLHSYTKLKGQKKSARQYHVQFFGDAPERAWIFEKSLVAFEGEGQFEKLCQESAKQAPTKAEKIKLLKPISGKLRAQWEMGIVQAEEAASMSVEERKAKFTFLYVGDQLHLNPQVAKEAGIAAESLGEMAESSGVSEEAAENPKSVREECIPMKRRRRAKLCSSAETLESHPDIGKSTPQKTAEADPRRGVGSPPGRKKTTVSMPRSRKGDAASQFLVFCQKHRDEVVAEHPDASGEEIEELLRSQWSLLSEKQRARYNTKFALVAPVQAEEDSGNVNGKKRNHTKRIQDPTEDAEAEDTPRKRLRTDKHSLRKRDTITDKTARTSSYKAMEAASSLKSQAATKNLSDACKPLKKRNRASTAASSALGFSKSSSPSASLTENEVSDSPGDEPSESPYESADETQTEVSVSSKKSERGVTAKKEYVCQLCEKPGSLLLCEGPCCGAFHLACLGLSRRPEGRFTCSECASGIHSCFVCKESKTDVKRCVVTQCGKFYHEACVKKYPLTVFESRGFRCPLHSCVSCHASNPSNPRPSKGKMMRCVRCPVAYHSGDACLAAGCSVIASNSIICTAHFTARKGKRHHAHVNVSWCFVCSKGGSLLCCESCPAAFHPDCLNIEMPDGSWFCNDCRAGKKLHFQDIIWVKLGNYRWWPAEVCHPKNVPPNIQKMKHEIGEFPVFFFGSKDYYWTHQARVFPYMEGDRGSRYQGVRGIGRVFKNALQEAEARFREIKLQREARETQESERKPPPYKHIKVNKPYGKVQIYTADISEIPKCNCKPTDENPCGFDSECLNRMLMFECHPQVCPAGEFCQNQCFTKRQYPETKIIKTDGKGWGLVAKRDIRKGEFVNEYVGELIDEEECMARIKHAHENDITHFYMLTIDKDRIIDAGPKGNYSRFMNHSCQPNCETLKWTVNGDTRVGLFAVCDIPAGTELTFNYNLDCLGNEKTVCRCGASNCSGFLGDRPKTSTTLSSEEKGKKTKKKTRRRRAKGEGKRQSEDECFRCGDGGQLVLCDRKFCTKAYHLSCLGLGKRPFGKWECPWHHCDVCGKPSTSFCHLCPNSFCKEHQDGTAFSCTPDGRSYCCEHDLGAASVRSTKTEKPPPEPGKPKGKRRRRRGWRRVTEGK
LANA DNA inh – blocks KSHV LANA C-terminal domain binding to DNA; MBP-C-LANA/FAM-LBS DNA binding, fluorescence polarization; inhibition, % at 9 µM; 340,000 tested, 0.078% active; AID 504423;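 active = highest replicate inhibition at or above 60% at 9 µM, even if other replicates fall short; inactive = all replicates below 60% inhibition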;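 also: 0% = neutral control wells and 100% = 4 µM acridine orange control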
CAL PDZ FP-1 – inhibitors of human CAL PDZ peptide binding; AID 504414; inhibition, % at 20 µM; 330,000 tested, 0.02% active; purified CAL PDZ, TMR-peptide fluorescence polarization, 1 h; Q9HD26;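 active = highest replicate inhibition of at least 40%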;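 also: plate controls were DMSO neutral control wells for no effect and unlabeled competitor peptide control wells for full effect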
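Material – purified CerCALP PDZ construct · Detection – FP readout, S and P plane fluorescence · Measure – percent inhibition from loss of millipolarization · Controls – unlabelled peptide for full inhibition, DMSO wells as neutral · Probe or stimulus – TMR-labelled reporter peptide T*-PRC34 bound in PDZ groove · Times – 1 h at RT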
RTF Ca sens inh – cardiac RTF calcium desensitization; P19429+P45379; IANBD-labeled cardiac RTF, Ca2+ fluorescence; inhibition, % at 7.15 µM; 340,000 tested, 0.12% active; AID 493244;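 active = inhibition above the mean inhibition of all tested compounds plus 3 SD, cut at about 17% in these data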;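 also: assay run at fixed EC70 calcium of 1.6 mM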
DAGLB inhibitor – diacylglycerol lipase beta (human) inhibition | 340,000 tested, 0.059% active | HEK293T DAGLB membrane lysate, EnzChek fluorogenic substrate | inhibition, % at 5.17 µM | Q8NCG7; in the data active = inhibition above about 34%;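 also: 0% = enzyme with vehicle and 100% = wells lacking enzyme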
V-ATPase pHluor – yeast V-ATPase proton transport regulation by pHLuorin. S. cerevisiae, pHLuorin cytosolic pH fluorescence. response, % at 10 µM. 350,000 tested, 0.37% active; in the data active = response mostly above about 7.3%, no sharp cut-off; inactive = mostly below about 5.4%; also: actives read high; inactives centre near 0; some compounds called inactive have numbers as strong as hits
CAL PDZ FP-2 – inhibitors of human CAL PDZ peptide binding; AID 602252; Q9HD26; inhibition, % at 24.9 µM; purified CAL PDZ, TMR-peptide fluorescence polarization, 1 h; 300,000 tested, 0.92% active;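 active = mean inhibition of at least 30% with at least half of replicates also reaching 30%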;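 also: 0% = DMSO neutral control and 100% = excess unlabeled competitor peptide PRC23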
Keap1-Nrf2 PPI – inhibitors of human Keap1-Nrf2 protein-protein interaction | Q14145 | Keap1 Kelch-Nrf2 peptide fluorescence polarization, 1536-well | inhibition, % at 9.4 µM | 340,000 tested, 0.15% active; in the data active = inhibition above about 12%;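 also: human Keap1 Kelch domain with fluorescein labeled Nrf2 9mer peptide probe; 0% = neutral control wells and 100% = peptide positive control; higher means more block of Keap1 binding to Nrf2 peptide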
DSG3 Ab inh – blocks pemphigus antibody binding to human desmoglein-3; P32926; DSG3-coupled beads, scFv-anti-DSG3-GFP binding, flow cytometry; stronger effect = lower value; binding (percent of control), % at 10 µM; 310,000 tested, 0.48% active; AID 588358;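 active = binding more than 3 SD below its plate's average and above zero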;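 also: hits lower antibody fragment binding to DSG3; some compounds called inactive have numbers as strong as hits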
Arr AP2 block – human beta-arrestin and AP2 interaction inhibition; FITC-arrestin peptide / GST-AP2 beads, flow cytometry; AP2 beta2 appendage carries R879A mutation; inhibition, % at 10 µM; 340,000 tested, 0.31% active; AID 504490;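 active = inhibition above a set limit, near 3 SD of compounds lacking own fluorescence, cut at about 54% in these data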;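 also: plate controls were DMSO wells for no effect and 5 µM unlabelled arrestin peptide for full effect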
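Material – AP2 appendage R879A on GSH beads · Buffer or medium – PBS with 0.05% Tween 20 and 0.1% BSA · Probe or stimulus – fluorescein-tagged arrestin peptide at 50 nM final · Incubation – compound with beads 12 min RT, then probe 1 h RT · Detection – high-throughput flow cytometry of beads, ex 488, em 535 nm · Evaluation – percent response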
* hit, by the source's call; / = no result given.

SMILES	NSD2 HMT inh	LANA DNA inh	CAL PDZ FP-1	RTF Ca sens inh	DAGLB inhibitor	V-ATPase pHluor	CAL PDZ FP-2	Keap1-Nrf2 PPI	DSG3 Ab inh	Arr AP2 block
Cc1n[nH]c(C)c1Sc1ccccc1N=Cc1cc(Cl)cc([N+](=O)[O-])c1O	/	4.3	-1.9	-10	10	-1	-5	-5	109	2
COc1cc(C2C(C#N)=C(N)OC3=C2C(=O)CC(C)(C)C3)cc2c1OCO2 (stereo not given)	4	3.2	-0.8	-8	0	-1	-3	-1	114	4
CCOC(=O)/C=C1/SCC(=O)N1Cc1ccc(Br)cc1	-1	0.7	-0.9	-3	-7	0	-3	-4	98	2
CCOC(=O)C1=C(c2ccccc2)O/C(=C(/C(=O)OC)C(F)(F)F)S1	-5	1.0	-1.8	-2	-7	1	-3	-4	115	-10
CN1CCC(=NNC(=O)c2ccco2)CC1	-1	-0.6	-0.9	4	0	1	-3	-5	107	2
Cc1cc(C(=O)N/N=C/c2cccs2)no1	-2	0.1	-1.8	-5	0	1	5	-3	89	8
Cc1nc2ccc(NC(=O)C3=NN(C)C(=O)CC3)cc2s1	0	-0.2	0.8	1	1	-2	/	-3	110	-5
CCCCc1ccc(NC(=O)CSc2nc3ncccc3[nH]2)cc1	-1	-0.8	-2.0	-10	-1	0	-1	-3	131	2
O=C(O)CC1SC(=Nc2ccc(O)cc2)NC1=O (stereo not given)	-1	1.3	-0.4	3	-2	-3	-3	-3	96	1
Cc1ccc(S(=O)(=O)NC(C(=O)N2CCOCCOCCOCCOCC2)c2ccccc2)cc1 (stereo not given)	-5	0.7	/	-4	-1	3	6	-1	103	35
CC(C)=CCC/C(C)=C/CNC(=O)C[C@H]1C[C@H](C(=O)N2CCOCC2)[C@@]2(C)c3[nH]c4ccc(Cl)cc4c3CCN2C1=O	/	0.2	0.0	-1	0	1	1	1	101	2
CCC(N=c1cc(-c2ccc(OC)cc2)oc2ccc(C)cc12)C(=O)O (stereo not given)	-1	-0.1	-0.9	1	-4	0	2	-2	88	32
CC(C)(C)C(=O)NC1CCN(S(=O)(=O)c2cccc(C(F)(F)F)c2)CC1	-4	2.4	-0.9	10	-3	-6	1	-2	104	19
COc1ccccc1CN1CCN(Cc2cc(OC)c(OC)cc2OC)CC1	5	-4.0	-2.4	-2	0	-5	-5	2	116	-14
COc1ccc(S(=O)(=O)N2CCN3CCCC3C2)cc1 (stereo not given)	4	-2.0	-1.8	2	1	0	-2	-4	94	-7
COc1ccc(-c2csc(N(CCCN(C)C)C(=O)c3ccc(C(C)(C)C)cc3)n2)cc1	-7	-0.1	-20	2	-4	-6	8	-7	122	-4
COc1ccc(C(CCN2CCCCC2)c2c(OC)cc(OC)c3c(-c4ccccc4)cc(=O)oc23)cc1 (stereo not given)	/	-2.0	-2.4	5	-4	0	-3	5	105	1
Cc1cc(NC(=O)CN2CCCC(C)C2)n(-c2nc3ccccc3s2)n1 (stereo not given)	1	-0.2	-1.7	0	1	-2	-4	-2	100	12
COC(=O)c1cc(S(=O)(=O)N2CCCCC2)ccc1N1CCOCC1	-1	-1.3	-0.4	-2	-3	3	2	3	120	-40
CCN(CC(=O)NCc1cccs1)c1ccc(S(=O)(=O)N2CCOCC2)cn1	/	-0.3	0.4	-4	-2	-1	-2	-4	/	-3
Cc1cc(C)nc(Sc2ccc3nnc(C(F)(F)C(F)(F)C(F)(F)F)n3n2)n1	-4	-0.5	-2.2	-5	-3	-1	-2	-4	94	12
CCn1cc(CCC(=O)NC(C)c2ccccc2)c2ccccc21 (stereo not given)	3	-1.5	-0.7	0	1	5	-4	-1	96	-7
CC(=O)N(C(C)=O)c1ccc2nc(C)[nH]c(=O)c2c1	0	0.5	-1.8	4	0	-3	-2	3	98	2
COC(=O)C[C@H]1c2cc(C(F)(F)F)ccc2S(=O)(=O)N1Cc1ccccc1OC	/	-1.0	-2.5	-7	-2	2	-2	-2	103	-5
O=C(CC1C(=O)NCCN1Cc1ccc(F)cc1)NC1CCCCCCC1 (stereo not given)	12	-1.2	-2.0	-8	5	5	-3	-4	126	9
COc1ccc(Sc2cnn(-c3ccccc3)c(=O)c2Cl)cc1	-3	0.7	-2.5	-4	-18	-5	-4	-2	103	6
S=C(c1ccc(OCc2ccccc2)cc1)N1CCCC1	-2	-1.2	-0.9	5	-4	4	-4	0	119	8
O=C(Oc1cccc(Cl)c1)N1CCOCC1	0	-0.8	-0.5	-9	1	7	0	0	94	12
Cc1ccc(N(CC(=O)NCC2CCCO2)C(=O)CCC(=O)Nc2cc(C)on2)cc1 (stereo not given)	-4	-1.0	-2.3	0	-3	-5	-5	0	95	20
O=C(NCc1ccco1)c1ccc([N+](=O)[O-])o1	9	-0.4	/	-8	0	1	-12	0	113	-12
Cn1c(C(=O)NCCOc2ccccc2Cl)cc(=O)n(C)c1=O	0	0.9	-0.6	-6	-1	1	6	-3	107	20
CCn1c(SCC(=O)c2ccc(C)cc2)nnc1-c1ccoc1C	1	-0.2	-1.6	-12	-2	-3	1	-5	99	5
O=C(OCC(=O)N1CCN(c2ccccc2)CC1)c1ccc([N+](=O)[O-])s1	1	1.0	-2.3	-5	-1	1	5	-4	/	-1
COCCCN1C(=O)C(O)=C(C(=O)c2ccco2)C1c1cccc(Br)c1 (stereo not given)	1	-0.2	-2.5	-5	2	3	-2	1	98	9
CCc1ccccc1NC(=O)CSc1nnc([C@@H]2CCCN2C(=O)OC(C)(C)C)o1	-1	0.6	-0.7	-7	2	0	-1	-6	105	1
O=C(Cc1ccccc1)Nc1ccc(NC(=O)c2ccco2)cc1Cl	0	-0.9	-1.8	-5	1	-1	-2	-5	103	3
CC(=O)NC1=NN(C(C)=O)C(c2ccc(C)cc2)S1 (stereo not given)	-2	0.3	0.5	4	-2	-2	-5	0	115	-3
CC(=O)C1=C(O)C(=O)N(c2ccc(O)cc2)C1c1cccc([N+](=O)[O-])c1 (stereo not given)	-2	2.1	/	-5	0	-5	-3	-1	98	11
O=C1CC(C(=O)Nc2ccc(Br)cc2)S/C(=N\N=C\c2ccco2)N1 (stereo not given)	0	0.0	-0.8	-6	3	0	-7	-1	105	12
O=C(CNC(=O)c1cccc(F)c1)OCC(=O)N1CCCCC1	-1	-2.4	-3.2	0	-2	-8	3	3	100	9
O=C(c1ccccc1)c1cncc(Br)c1	2	0.0	-1.8	-9	-4	9	-1	-2	111	31
Cc1ccc(OCCn2cnc3ccccc3c2=O)c([N+](=O)[O-])c1	4	-0.6	-0.3	-2	0	1	-3	0	102	2
Cc1ccc(S(=O)(=O)N2CCC(C(=O)NCCC3=CCCCC3)CC2)c(C)c1	-1	0.1	-3.2	-20	-4	-5	-5	-3	98	33
O=C(c1ccc2c(c1)OCO2)C1CCCN(C2CCN(CCc3ccccc3)CC2)C1 (stereo not given)	4	2.1	-2.9	-10	-2	-4	-3	-3	108	-3
CC(=O)N1CC2(c3ccccc3)CN(C(C)=O)CC(c3ccccc3)(C1)C2=O	-7	-3.1	-1.4	-8	-3	-1	-1	-7	108	-1

Whole records from above.
Cc1cc(NC(=O)CN2CCCC(C)C2)n(-c2nc3ccccc3s2)n1 (stereo not given) is listed as NSD2 HMT inh = 1; LANA DNA inh = -0.2; CAL PDZ FP-1 = -1.7; RTF Ca sens inh = 0; DAGLB inhibitor = 1; V-ATPase pHluor = -2; CAL PDZ FP-2 = -4; Keap1-Nrf2 PPI = -2; DSG3 Ab inh = 100; Arr AP2 block = 12
CC(=O)C1=C(O)C(=O)N(c2ccc(O)cc2)C1c1cccc([N+](=O)[O-])c1 (stereo not given) is listed as NSD2 HMT inh = -2; LANA DNA inh = 2.1; CAL PDZ FP-1 = /; RTF Ca sens inh = -5; DAGLB inhibitor = 0; V-ATPase pHluor = -5; CAL PDZ FP-2 = -3; Keap1-Nrf2 PPI = -1; DSG3 Ab inh = 98; Arr AP2 block = 11
Cc1cc(C(=O)N/N=C/c2cccs2)no1 is listed as NSD2 HMT inh = -2; LANA DNA inh = 0.1; CAL PDZ FP-1 = -1.8; RTF Ca sens inh = -5; DAGLB inhibitor = 0; V-ATPase pHluor = 1; CAL PDZ FP-2 = 5; Keap1-Nrf2 PPI = -3; DSG3 Ab inh = 89; Arr AP2 block = 8

A second format for some results above.
compound,NSD2 HMT inh,LANA DNA inh,CAL PDZ FP-1,RTF Ca sens inh,DAGLB inhibitor,V-ATPase pHluor,CAL PDZ FP-2,Keap1-Nrf2 PPI,DSG3 Ab inh,Arr AP2 block
Cc1ccc(OCCn2cnc3ccccc3c2=O)c([N+](=O)[O-])c1,4,-0.6,-0.3,-2,0,1,-3,0,102,2
Cc1ccc(S(=O)(=O)N2CCC(C(=O)NCCC3=CCCCC3)CC2)c(C)c1,-1,0.1,-3.2,-20,-4,-5,-5,-3,98,33

(next part)
SMILES	NSD2 HMT inh	LANA DNA inh	CAL PDZ FP-1	RTF Ca sens inh	DAGLB inhibitor	V-ATPase pHluor	CAL PDZ FP-2	Keap1-Nrf2 PPI	DSG3 Ab inh	Arr AP2 block
O=C(CN1C(=O)c2ccccc2S1(=O)=O)Nc1ccc(S(=O)(=O)N2CCCCC2)cc1	0	0.2	-0.9	0	0	-2	/	5	112	5
Cn1cc(CN2CCCC(C(=O)c3ccc(-c4ccccc4)c(F)c3)C2)cn1 (stereo not given)	0	-1.0	-4.1	4	1	3	0	1	106	11
O=C(NCC1CCCCC1)C1CCN(C(=O)NC2CCCCC2)CC1	-2	0.0	0.1	-8	0	1	-1	-5	/	-7
CCOc1cc(C(=O)NCCOC)cc(OCC)c1OCC	0	0.0	0.0	4	-1	1	-2	-4	106	-15
CCn1cc(S(=O)(=O)NCCc2ccccc2OC)cn1	-1	2.3	1.5	3	4	-3	-4	-3	109	0
Cc1ccc(C(=O)CSc2ccc(-c3ccccc3)nn2)cc1	-1	0.4	-1.5	-22	-17	2	-4	0	101	5
COc1ccc(NC(=O)Nc2ccc(CC(=O)O)cc2)cc1	-3	0.4	-0.5	-7	1	0	-2	-7	95	12

A portion of the library; the hit share may differ from the screen's.
